miR-122 sensor: miR-122 Renilla sensor signal increase in Huh7, primary screen, miR-122 inhibitor project, cell-based, single point, plate reader. hit rate 0.3% among 340,000. activation (reporter increase), % at 12.5 µM. AID 602342, 2012. Huh7 miR-122 Renilla luciferase sensor, 48 h; neutral wells = 0, positive control = 100;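 active means mean replicate activation score at least 90 and every replicate individually at or above 90; inconclusive means only one of the two criteria met; inactive means neither criterion met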;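 further: higher luciferase means less miR-122 activity so hits act as miR-122 inhibitors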
EWS-Fli block: EWS/Fli-driven NR0B1 reporter inhibitors, primary screen, A673 cells, NR0B1 luciferase, luminescence, MLPCN library | viability-normalised | inhibition, % at 12.6 µM | hit rate 0.67% among 350,000 | AID 651661, 2012;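 active means mean inhibition of at least 50% after viability correction, with every replicate also passing that limit; inconclusive means mean reaches 50% but only one of two replicates passes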;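 further: firefly luciferase signal divided by Alamar Blue viability fluorescence both relative to DMSO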
DENV2 CPE: inhibitors of DENV2 cytopathic effect, primary screen, cell-based, plate reader, single concentration | CPE inhibition, % at 9.99 µM | DENV2-infected cells, cytopathic effect rescue | hit rate 1.7% among 350,000; in the data active means CPE inhibition above about 20%, passing the limit was not always enough; inconclusive means no clear call, values can overlap the other calls; tested in BHK-21 cells;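 further: 0% = median of neutral control wells and 100% = median of positive control wells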
GSIS activator: GLuc luminescence reporter in INS-1E cells, primary screen for activators of glucose-dependent secretion of insulin. INS-1E GLuc reporter insulin secretion, 2-3 h. hit rate 0.61% among 370,000. activation, % at 16.6 µM;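 active means lowest replicate activation of at least 40%, so every replicate reaches that level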;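 further: 0% = median of neutral control wells and 100% = median of IBMX positive control wells; some compounds called inactive have numbers as strong as hits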
F508del corr: F508del CFTR correction, initial screen, CFBE line, single point; CFBE cells, YFP halide quenching; stimulated with forskolin plus potentiator P3; % fluorescence drop versus neutral controls; activity (quench increase), % at 7.58 µM; hit rate 0.36% among 350,000;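 active means mean added fluorescence quench of at least 8% versus neutral control, with both replicates also reaching 8%; inconclusive means only one of the mean or replicate conditions met; inactive means mean below 8% and not both replicates reaching 8%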;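 further: cells transiently co-express mutant CFTR-F508del with the halide-sensitive YFP; corrector assay measuring rescue of mutant channel to the surface after 24 h compound exposure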
PAX8 inh HTS: inhibitors of PAX8-driven TPO luciferase reporter, primary screen, RMG-I cells, single concentration; inhibition, % at 12.6 µM; hit rate 1.2% among 360,000; SteadyGlo, 24 h; AID 652154, 2013;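 active means mean replicate inhibition at least 60% with every replicate also reaching 60%; inconclusive means only one of the two criteria is met; inactive means mean below 60% and not all replicates reaching 60%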;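 further: luciferase light reporting Pax8 driven TPO promoter activity; plate controls were median of neutral control wells for no effect and mitoxantrone controls for full effect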
FN deposit inh: inhibitors of fibronectin matrix deposition, primary screen, AH1F cells, Alexa488-fibronectin fluorescence, plate reader. AH1F fibroblasts, overnight. inhibition, % at 12.6 µM. hit rate 0.086% among 350,000. AID 743247, 2014;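 active means mean inhibition across replicates of 30% or more, regardless of how many single replicates reach that level; inconclusive means mean under 30% yet at least half of replicates reach 30%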;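 further: positive control wells lacked labelled fibronectin entirely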
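Material: AH1F fibroblast monolayer depositing Alexa488-labelled fibronectin into matrix | Input: 10000 AH1F cells/well | Medium: DMEM plus 2% serum, read in PBS | Reagent: Alexa488-fibronectin, 24 nM final in well | Compound dosing: One dose per compound, pinned | Schedule: 1 h adhesion, overnight exposure | Measured by: Fluorescence at 485 nm excitation, 525 nm emission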
* = called active by the depositor; ? = inconclusive; · = no result given; [ ] = another dose, or the depositor's remark.

SMILES	miR-122 sensor	EWS-Fli block	DENV2 CPE	GSIS activator	F508del corr	PAX8 inh HTS	FN deposit inh
CC1(C(=O)NS(=O)(=O)c2ccc(F)cc2F)CCN1C(=O)Cc1ccccc1Cl (stereo not drawn)	·	1	?	-15	-1.5	-9	3
COc1cccc(NC(=O)CCc2ccccc2)c1	-5	-40	?	-7	0.0	-42	1
CC(C)C(NC(=O)c1c(F)cccc1F)C(=O)NCCc1ccc(S(N)(=O)=O)cc1 (stereo not drawn)	0	3	2	1	1.0	-3	-2
C[C@H](CO)N1C[C@H](C)[C@@H](CN(C)C(=O)Nc2ccc(F)cc2)Oc2ccc(NC(=O)c3ccncc3)cc2CC1=O	0[16.7 µM]	3	-6	2	0.3	-8	-2
O=C(CSc1nnnn1-c1ccccc1Cl)Nc1ccc2c(c1)OCCO2	-4	17	0	9	-0.1	-61	15
C[C@@H]1CN([C@@H](C)CO)C(=O)Cc2cc(NC(=O)Nc3ccc(C(F)(F)F)cc3)ccc2O[C@H]1CN(C)C(=O)Nc1ccc2c(c1)OCO2	·	2	-5	-35	0.0	-11	·
C[C@H](CO)N1C[C@H](C)[C@H](CN(C)C(=O)Nc2ccc3c(c2)OCO3)Oc2ccc(NC(=O)Nc3ccc(C(F)(F)F)cc3)cc2CC1=O	24[16.7 µM]	8	4	-30	5.5	-19	·
O=C(NCCCn1ccnc1)c1nc(Cn2ccc([N+](=O)[O-])n2)no1	0	3	-3	11	2.2	2	16
O=C(N[C@H](C(=O)N1CCC[C@H]1C(=O)NCCc1ccccc1Cl)C1CCCCC1)c1cccs1	·	-9	-11	-35	4.4	30	-6
Cc1ccc(C(=O)NCCNc2nc3cc(C)c(C)cc3cc2C)cc1	6	·	·	5	·	4	5
C=CCn1c(CCNC(=O)c2ccco2)nc2ccccc21	-12	1	14	-1	-5.2	5	-1
O=C(C[C@@H]1C/C=C\C[C@H](NC(=O)OCC2c3ccccc3-c3ccccc32)C(=O)OC[C@@H]2CCCN2C1=O)N[C@H](CO)Cc1ccccc1	8	-3	12	-21	-0.4	1	-2
C[C@@H]1CN([C@H](C)CO)C(=O)c2cc(-c3cccc(F)c3)cnc2O[C@H]1CN(C)CC1CCCC1	-6[16.7 µM]	-8	4	2	0.8	-33	-3
CCC(=O)Nc1nnc(S(=O)(=O)N(CC(C)C)c2ccccc2)s1	·	-12	-7	-6	0.5	-30	8
N#Cc1c(Nc2ccccc2C(F)(F)F)s[nH]c1=O	-3	13	-1	·	-0.3	-16	5
O=C(CCN1C(=O)/C(=C\c2ccccc2F)SC1=S)N1CCCCC1	-3	4	-10	-4	0.1	-8	1
C/C=C/c1cnc2c(c1)C(=O)N([C@H](C)CO)C[C@@H](C)[C@@H](CN(C)Cc1cccc(C(=O)O)c1)O2	-9[16.7 µM]	17	-1	0	-3.5	8	·
O=C(C1CCC1)N1CC(=O)N2[C@H](CO)[C@@H](c3ccc(-c4ccccc4F)cc3)[C@H]2C1	·	6	6	4	0.9	0	-2
COCCNc1nc(C)cc(-c2cc(C(=O)NC3CCCC3)on2)n1	-1	-14	·	11	0.8	-24	-10
Cc1ccc2c(c1)C(c1ccncc1)=NNC(c1ccccc1)=N2	-1	-32	-7	-1	1.2	-44	-1
CN(CC(=O)NC1CC(C)(C)NC(C)(C)C1)S(=O)(=O)c1cc(Cl)ccc1Cl	-2	7	7	-1	-3.2	8	6
Cc1cc(N2CCCC2)ccc1/C=C1\NC(=S)N(C)C1=O	-30	·	·	-18	·	-178	-11
COc1ccc(-c2c(-c3ccsc3)oc(=O)c3cc(OC)c(OC)cc23)cn1	0	4	?	7	0.6	-12	20
COC(=O)C1=C(C)N(Cc2ccc(C)cc2)C(=O)C1	-1	·	·	-18	·	·	-1
CCN(C(=O)COC(=O)c1c(NC(C)=O)sc(C)c1C)C1CCS(=O)(=O)C1 (stereo not drawn)	-18	·	·	6	·	7	-3
CNC(=O)C[C@H]1CC[C@@H]2[C@H](COc3ccc(NC(=O)Nc4ccccc4)cc3C(=O)N2C)O1	-3[16.7 µM]	-3	0	-2	-1.1	-2	-8
COc1ccc(-n2c(=S)[nH]c3cc(C(=O)NCCCN4CCOCC4)ccc3c2=O)c(OC)c1	-9	-5	-2	-1	0.1	23	4
CC(=O)Nc1sc(N/N=C\c2ccccc2)nc1-c1cccs1	·	-11	2	-1	-2.6	-12	-6
CC(NCc1ccc(OCC(N)=O)cc1)C12CC3CC(CC(C3)C1)C2 (stereo not drawn)	·	19	8	-7	2.8	17	-1
Cc1nn(CCC(N)=O)c2nc(-c3cccs3)cc(C(F)(F)F)c12	·	3	·	6	1.5	26	2
COc1ccc2c3c(n(C)c2c1)[C@H](CO)N(C(=O)C1CCOCC1)CC31CN(C(=O)C2CC2)C1	·	-13	22*	-3	0.3	-16	-4
C[C@H]1CN([C@@H](C)CO)C(=O)Cc2cc(NC(=O)CCN3CCOCC3)ccc2O[C@@H]1CN(C)CC1CCCCC1	3[16.7 µM]	1	6	16	0.2	·	·
CCc1ccc(C(=O)NNC(=O)Cn2c(=O)cnc3ccccc32)cc1	-10	3	11	7	3.7	-7	9
CNC(=O)C[C@@H]1CC[C@H]2[C@H](COc3ccc(NC(=O)c4cscn4)cc3C(=O)N2C)O1	25[16.7 µM]	-4	-6	18	2.4	-10	-6
O=C(COc1ccccc1)NCc1nnc2c3ccccc3c(-c3ccccc3)nn12	11	-1	10	0	-0.2	4	23
CCN1CCCC1Cn1cnc2c([nH]c3ccc(C)cc32)c1=O (stereo not drawn)	-3	·	·	·	·	-16	-4
COc1cccc(-c2csc(N3CCN(C(=S)Nc4cccc(C)c4)CC3)n2)c1	·	-10	3	14	2.9	-30	·
CC(C)Cc1cc(C(=O)Nc2sc3c(c2C#N)CCC3)no1	-1	4	4	1	-4.2	-13	0
COc1ccc([Si](C)(C)[C@H]2[C@H](CCO)O[C@@]3(C(=O)N(Cc4ccc(N5CCCCC5=O)cc4)c4ccccc43)[C@@H]2C)cc1	·	3	-1	·	0.0	-6	·
CCOc1ccccc1N1CCN(CC(=O)N(C2CCCC2)C2CCS(=O)(=O)C2)CC1 (stereo not drawn)	0	-5	15	14	2.9	4	-3

Fetched by structure from above, 5 records:
SMILES	miR-122 sensor	EWS-Fli block	DENV2 CPE	GSIS activator	F508del corr	PAX8 inh HTS	FN deposit inh
C/C=C/c1cnc2c(c1)C(=O)N([C@H](C)CO)C[C@@H](C)[C@@H](CN(C)Cc1cccc(C(=O)O)c1)O2	-9[16.7 µM]	17	-1	0	-3.5	8	·
O=C(C1CCC1)N1CC(=O)N2[C@H](CO)[C@@H](c3ccc(-c4ccccc4F)cc3)[C@H]2C1	·	6	6	4	0.9	0	-2
CCOc1ccccc1N1CCN(CC(=O)N(C2CCCC2)C2CCS(=O)(=O)C2)CC1 (stereo not drawn)	0	-5	15	14	2.9	4	-3
CNC(=O)C[C@H]1CC[C@@H]2[C@H](COc3ccc(NC(=O)Nc4ccccc4)cc3C(=O)N2C)O1	-3[16.7 µM]	-3	0	-2	-1.1	-2	-8
N#Cc1c(Nc2ccccc2C(F)(F)F)s[nH]c1=O	-3	13	-1	·	-0.3	-16	5

Additional structures
SMILES	miR-122 sensor	EWS-Fli block	DENV2 CPE	GSIS activator	F508del corr	PAX8 inh HTS	FN deposit inh
CCCc1sc(N/N=C/c2ccccn2)nc1-c1ccc(Br)cc1	11	5	1	-5	-1.0	·	·
COc1cc(OC)cc(C(=O)NCC(=O)NC(C)c2ccccc2)c1 (stereo not drawn)	-5	-6	5	0	-0.1	5	-3
CC1CN(C(=S)SCC(=O)c2ccc(Cl)cc2)CC(C)O1 (stereo not drawn)	·	-4	7	·	2.7	-7	-5
COC(=O)c1cc(S(=O)(=O)NCCc2ccc(SC)cc2)c[nH]1	5	-7	4	-4	-2.8	-18	-8
CS(=O)(=O)N(CC(=O)N1CCN(c2ccccc2)CC1)c1cccc(Br)c1	-4	·	·	·	·	12	-15
N/C(=N\OC(=O)COc1ccccc1)c1ccncc1	·	-46	-4	·	-2.3	-97	1
CC(=O)Nc1cccc(-c2cc(NC=O)c3ncc(-c4ccc(C(C)=O)cc4)n3c2)c1	·	7	34*	8	4.2	71*	13
CCN(CC)c1ccc(C(=O)NNC(=O)c2ccc3c(=O)n4c(nc3c2)CCC4)cc1	6	-9	-1	·	-1.0	-1	-7
CCN(C(=O)Cn1c(=O)oc2cc(S(=O)(=O)N3CCCC3)ccc21)c1ccc(OC)cc1	1	9	-8	0	-3.2	9	-4
Cc1[nH]n(-c2ccccc2)c(=O)c1C=Nc1cccc(F)c1	2	9	11	13	3.0	21	0
CCNC(=O)c1ccc(NC(=O)CC2SC(N3CCCC3)=NC2=O)cc1 (stereo not drawn)	·	3	-5	20	-0.7	-2	4
CC1=C(C(N)=O)C(c2ccncc2)n2nc(-c3ccccc3Cl)nc2N1 (stereo not drawn)	77	-2	8	6	-3.3	-13	-12
COc1ccc(NC(=O)N/C=C/c2ccccc2)cc1	1	-95	-1	-7	0.9	-22	-5
Cc1cc(C)cc(C(O)c2ncc(-c3ccc4ccccc4c3)[nH]2)c1 (stereo not drawn)	2	4	-4	-26	-4.2	1	0
Cc1cc(NC(=O)CSc2nc(C)c(C)n2CC(C)C)no1	·	12	0	·	2.5	·	6
Cc1cccc(C(=O)Nc2ccccc2C(=O)OCC(=O)Nc2ccc(C#N)cc2)c1	1	-23	-6	-5	·	-56	1
COc1ccc(C(C(=O)NC2CCCC2)N(CCCO)C(=O)Cn2nnc(-c3ccc(C)o3)n2)cc1 (stereo not drawn)	1	2	-1	11	-2.5	-1	-4
O=C(CCNC(=O)c1ccccc1Cl)N/N=C\c1ccc(O)cc1	2	0	-11	22	-1.5	-8	4
O=[N+]([O-])c1ccc(N/N=C/c2ccccc2)cc1	-5	-65	-3	2	-2.3	-143	-8
O=C(c1ccc(F)cc1)C1CCN(Cc2ccccc2F)CC1	13	2	-6	·	-1.8	0	-1
COc1ccc(OC(=O)c2cc(S(=O)(=O)N3CCCC3)ccc2Cl)cc1	2	16	-6	-4	1.0	·	·
N#Cc1ccccc1S(=O)(=O)N1CCN(CC(=O)NCC2(N3CCOCC3)CCCCC2)CC1	-4	7	2	-9	3.6	6	6
COc1ccc2c(c1)C(=O)OC2CC(=O)O (stereo not drawn)	-2	·	·	·	·	1	-4
Cc1cc(C)nc(Sc2ccc3nnnn3n2)n1	0	-16	-8	1	-11	·	·
COc1ccccc1-c1cnc(C(O)c2cc(C)c(OC)c(C)c2)[nH]1 (stereo not drawn)	-3	2	7	-14	-3.7	-3	-2
CCCCSc1nc2sc3c(c2c(=O)n1-c1ccc(C)cc1)CCN(C)C3	-3	10	-7	-15	-0.6	15	-10
COc1ccccc1NC(=O)c1ccc(NC(=O)c2ccco2)cc1	-7	-10	2	-8	0.2	-24	-1
Cc1ccc(S(=O)(=O)Nc2ccc3c(c2)C(=O)N([C@@H](C)CO)C[C@@H](C)[C@@H](CN(C)C(=O)Nc2cccc4ccccc24)OCCCC[C@@H](C)O3)cc1	-8[16.7 µM]	12	-7	9	2.4	68*	-12
O=C(c1cccc(Br)c1)c1coc2ccc(O)cc12	-17	-57	-2	-6	-4.1	-60	·
O=C(CCNS(=O)(=O)c1ccccc1C(F)(F)F)NCC(c1ccco1)N1CCCCC1 (stereo not drawn)	-4	-4	15	10	0.0	-7	-1
Cc1cc(/C=C2/NC(=O)NC2=O)c(C)n1-c1ccc(N2CCOCC2)cc1	0	4	7	8	-3.9	6	-2
COc1cccc(CNC(=O)C[C@@H]2C=C[C@H](NC(C)=O)[C@H](CO)O2)c1	·	-8	19	10	0.3	2	6
